# HTR5A ag ctr – activates human HTR5A in OPRM1-OPRD1 agonist counter-screen | activation, % at 9.3 µM | 340,000 tested, 0.61% active | P47898 | HTR5A agonist assay, luminescence, cell-based | AID 504692; in the data active = activation mostly above about 9.5%, no sharp cut-off; inactive = mostly below about 7.6%;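 note: 0% = cells with vehicle only and 100% = reference agonist; strong numbers were not always called active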
# Target sequence (P47898 whole entry, looked up): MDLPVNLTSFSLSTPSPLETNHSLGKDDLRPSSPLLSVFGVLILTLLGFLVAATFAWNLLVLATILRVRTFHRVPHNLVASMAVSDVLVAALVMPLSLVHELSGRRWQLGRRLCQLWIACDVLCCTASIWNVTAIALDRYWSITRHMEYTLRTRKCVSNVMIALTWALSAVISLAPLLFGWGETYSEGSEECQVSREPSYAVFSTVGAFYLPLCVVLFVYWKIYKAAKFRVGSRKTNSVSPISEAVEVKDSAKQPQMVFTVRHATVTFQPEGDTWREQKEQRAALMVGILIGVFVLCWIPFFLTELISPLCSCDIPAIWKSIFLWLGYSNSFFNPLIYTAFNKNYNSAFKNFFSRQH
# dFosB act – enhances mouse delta FosB homodimer DNA binding | activation, % at 25 µM | purified delta FosB, TAMRA-CDK5 oligo fluorescence polarization; percent of positive-control signal above neutral wells | 340,000 tested, 0.99% active | P13346;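 active = mean activation above about 17%, with every replicate also reaching it, limit read from the data, passing the limit was not always enough; inconclusive = only one of the two conditions met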;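 note: fluorescence polarization rise as delta FosB binds a TAMRA Cdk5 AP-1 oligo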
# HTR5A inv ag – counter-screen for OPRM1-OPRD1 inverse agonists: human HTR5A inverse agonism. P47898. HTR5A cell line, luminescence. inhibition, % at 9.3 µM. 340,000 tested, 0.083% active. AID 504634; in the data active = inhibition mostly above about 23%, no sharp cut-off; inactive = mostly below about 18%;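 note: 0% = cells with DMSO and 100% = no-cell wells with DMSO; some compounds called inactive have numbers as strong as hits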
# MITF act – increases MITF-driven TRPM1 promoter luciferase signal; SK-MEL-5 TRPM1-promoter luciferase, 24 h; % of positive control, neutral wells = 0; activation, % at 12.5 µM; 300,000 tested, 0.75% active; AID 588334;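 active = mean activation of at least 80% with every replicate also reaching 80%; inconclusive = mean reaches 80% but some replicate falls short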;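 note: 0% = neutral control wells and 100% = parthenolide positive control wells; values of inactives mirror those of a sister screen read the other way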
# Wnt bcat act – activators of Wnt/beta-catenin signaling; 300,000 tested, 1.2% active; activation, % at 9.35 µM; Wnt/beta-catenin reporter cell assay, activator, plate reader; in the data active = activation above about 30%, passing the limit was not always enough; inconclusive = no clear call, values can overlap the other calls;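 note: 0% = neutral control wells and 100% = positive control wells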
# NSD2 inh – blocks human histone methyltransferase NSD2 | NSD2 peptide methylation, AlphaScreen, 120 min | inhibition, % at 12.5 µM | 310,000 tested, 0.54% active | AID 743445; in the data active = inhibition above about 50%
# V-ATPase pH – yeast V-ATPase proton transport regulation by pHLuorin; S. cerevisiae, pHLuorin cytosolic pH fluorescence; response, % at 10 µM; 350,000 tested, 0.37% active; AID 504577; in the data active = response mostly above about 7.3%, no sharp cut-off; inactive = mostly below about 5.4%; note: actives read high; inactives centre near 0; some compounds called inactive have numbers as strong as hits; reference of the scale not given here
# CDK5 inh – CDK5/p35 (human) kinase inhibition; Q00535+Q15078; Recombinant CDK5/p35, ADP-Glo luminescence, 60 min; inhibition, % at 10 µM; 330,000 tested, 0.01% active;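 active = highest replicate inhibition of at least 50% and at least 75% of replicates reaching 50%; inconclusive = only one of the two criteria met; inactive = both criteria failed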;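 note: plate controls were DMSO neutral control for no effect and GW8510 at 10 µM for full effect; many of its hits are not listed in these tables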
# SR-BI DiI inh – mouse SR-BI HDL lipid transfer inhibition; 320,000 tested, 0.96% active; inhibition, % at 12.5 µM; AID 488896; Q61009; ldlA[mSR-BI] CHO cells, DiI-HDL uptake fluorescence, 3 h;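 active = mean replicate inhibition of at least 70% and a set share of replicates each scoring 70 or more; inconclusive = meets just one of the two criteria; inactive = fails both criteria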;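 note: 0% = median of neutral control wells and 100% = median of positive control wells; values of inactives mirror those of a sister screen read the other way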
# Target sequence (Q61009 whole entry, looked up): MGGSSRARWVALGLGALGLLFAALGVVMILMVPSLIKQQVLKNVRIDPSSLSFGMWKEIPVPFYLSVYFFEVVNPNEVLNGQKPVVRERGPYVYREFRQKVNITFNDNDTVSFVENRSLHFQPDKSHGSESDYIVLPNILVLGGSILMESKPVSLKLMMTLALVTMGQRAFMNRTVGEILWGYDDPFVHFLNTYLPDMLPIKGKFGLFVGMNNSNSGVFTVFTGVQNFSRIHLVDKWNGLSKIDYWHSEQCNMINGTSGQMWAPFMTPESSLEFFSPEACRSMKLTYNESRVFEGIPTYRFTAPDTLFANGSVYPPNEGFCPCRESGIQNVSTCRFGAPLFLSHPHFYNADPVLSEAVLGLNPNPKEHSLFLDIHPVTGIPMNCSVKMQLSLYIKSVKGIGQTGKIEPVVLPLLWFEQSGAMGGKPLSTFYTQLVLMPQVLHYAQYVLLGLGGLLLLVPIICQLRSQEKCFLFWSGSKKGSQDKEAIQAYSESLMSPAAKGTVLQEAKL
# PvdQ inh – blocks Pseudomonas aeruginosa PvdQ acylase activity; 340,000 tested, 0.063% active; inhibition, % at 10 µM; AID 488965; purified PvdQ acylase, fluorescence plate reader; in the data active = inhibition above about 30%, passing the limit was not always enough; inconclusive = no clear call, values can overlap the other calls;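 note: 0% = vehicle neutral wells and 100% = reference inhibitor wells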
# * hit, by the source's call; u = inconclusive; x = not tested or not shown.
SMILES,HTR5A ag ctr,dFosB act,HTR5A inv ag,MITF act,Wnt bcat act,NSD2 inh,V-ATPase pH,CDK5 inh,SR-BI DiI inh,PvdQ inh
CCCC/C=C1/CCC(CN(C)C)C1=O (stereo not drawn),6,0,-24,x,x,-2,2,1.8,-13,-1
CCC1CCCCN1C(=O)COc1ccc(F)cc1 (stereo not drawn),-2,-6,6,5,-1,0,2,0.0,-17,-10
CC(C)CN(C(=O)COC(=O)c1ccc(Br)cc1)c1c(N)n(Cc2ccccc2)c(=O)[nH]c1=O,0,51*,2,-42,-3,-1,0,1.7,-3,-3
O=C(Cn1cnc2cc([N+](=O)[O-])ccc2c1=O)NCc1ccccc1,-1,5,2,-2,-4,-4,-2,-0.5,-1,3
CCCCNC(=O)c1ccc(-n2c(=S)[nH]c3ccccc3c2=O)cc1,-2,-1,6,-4,0,2,0,-1.0,9,-22
CC(C)CC1NC(=O)N(CC(=O)Nc2cc(F)ccc2F)C1=O (stereo not drawn),-6,0,15,-10,-1,-4,3,-0.3,-3,-12
CCc1ccc(NC(=O)CCNS(=O)(=O)c2cccc3nonc23)cc1,-3,-3,-28,x,-2,-4,6,0.9,12,-9
O=C(c1ccccc1)c1ccccc1,9,0,22,16,-2,x,0,-2.6,4,-3
CCOC(=O)c1c(NC(=S)Nc2ccc(OC)cc2)sc2c1CCCCC2,0,0,6,4,-1,0,-2,-0.2,50,6
O=C(C1CCCN(S(=O)(=O)c2cccc3nsnc23)C1)N1CCc2ccccc21 (stereo not drawn),0,-5,1,-10,x,4,0,1.0,37,-17
Cc1c(C(=O)N2c3ccccc3CC2C)oc2ccccc12 (stereo not drawn),-3,-8,8,57,51*,0,2,-1.6,39,-5
CCOC(=O)c1c(NC(=O)c2ccc(Cl)s2)sc(C)c1C,-1,-2,4,0,-3,x,-15,1.2,10,-3
Cc1ccc(CCNC(=O)C23C[C@H]4C[C@@H](C2)CC(n2nnc(C)n2)(C4)C3)cc1,-1,-2,3,-8,3,x,0,1.4,x,-2
O=C(Nc1nnc(COc2ccccc2F)s1)Nc1ccccc1F,0,10,-21,x,0,1,0,-2.2,-5,-16
O=C(NC1CCCCC1)c1ccc(CS(=O)(=O)c2ccc(Cl)cc2)o1,-3,-4,-11,-7,-3,3,-1,1.1,-2,-5
CC(=NNC(=O)c1ccncc1)c1ccc(Cl)cc1Cl,-1,1,2,7,-6,-6,3,0.3,1,-18
CC(C)(C)c1ccc(C(=O)Nc2cccc(-n3cnnn3)c2)cc1,2,-13,-10,u,8,-1,-1,-0.7,15,-7
O=C(COC(=O)Cc1ccc2c(c1)OCCO2)Nc1ccc(S(=O)(=O)N2CCCC2)cc1,-1,-9,26,3,x,-2,2,1.1,-24,-14
Cn1c(SCC(=O)OC2CCCCC2)nnc1-c1ccc2c(c1)OCO2,-4,-4,1,-9,x,-2,-4,-3.2,-29,-5
COc1ccc(C2=CC(=O)CC(C)(C)C2)cc1OC,-1,3,-18,2,0,x,-17,0.0,21,4
CCOc1ccc(S(=O)(=O)N2CCC(C(=O)N3CCCC3)CC2)cc1C,3,-2,-9,-17,-7,1,1,-0.6,x,6
O=C(CNC(=O)c1ccccc1)OC(C(=O)Nc1cc(C(F)(F)F)ccc1Cl)c1ccccc1 (stereo not drawn),-4,5,10,3,x,x,-1,-1.0,x,10
CCc1nnc(NC(=O)CSc2nnc(C3CC3)n2C)s1,2,-2,5,-10,5,-3,4,2.0,-5,-9
COc1cccc(NC(=O)Nc2cccn(Cc3ccccc3)c2=O)c1,1,-4,-2,13,-1,x,3,1.2,31,-7

# A draw from above in order of length of the SMILES, falling.
SMILES,HTR5A ag ctr,dFosB act,HTR5A inv ag,MITF act,Wnt bcat act,NSD2 inh,V-ATPase pH,CDK5 inh,SR-BI DiI inh,PvdQ inh
CC(C)CN(C(=O)COC(=O)c1ccc(Br)cc1)c1c(N)n(Cc2ccccc2)c(=O)[nH]c1=O,0,51*,2,-42,-3,-1,0,1.7,-3,-3
Cc1ccc(CCNC(=O)C23C[C@H]4C[C@@H](C2)CC(n2nnc(C)n2)(C4)C3)cc1,-1,-2,3,-8,3,x,0,1.4,x,-2
O=C(CNC(=O)c1ccccc1)OC(C(=O)Nc1cc(C(F)(F)F)ccc1Cl)c1ccccc1 (stereo not drawn),-4,5,10,3,x,x,-1,-1.0,x,10
O=C(C1CCCN(S(=O)(=O)c2cccc3nsnc23)C1)N1CCc2ccccc21 (stereo not drawn),0,-5,1,-10,x,4,0,1.0,37,-17
O=C(Cn1cnc2cc([N+](=O)[O-])ccc2c1=O)NCc1ccccc1,-1,5,2,-2,-4,-4,-2,-0.5,-1,3
O=C(NC1CCCCC1)c1ccc(CS(=O)(=O)c2ccc(Cl)cc2)o1,-3,-4,-11,-7,-3,3,-1,1.1,-2,-5
CCOC(=O)c1c(NC(=S)Nc2ccc(OC)cc2)sc2c1CCCCC2,0,0,6,4,-1,0,-2,-0.2,50,6
CC(C)(C)c1ccc(C(=O)Nc2cccc(-n3cnnn3)c2)cc1,2,-13,-10,u,8,-1,-1,-0.7,15,-7
O=C(Nc1nnc(COc2ccccc2F)s1)Nc1ccccc1F,0,10,-21,x,0,1,0,-2.2,-5,-16
Cc1c(C(=O)N2c3ccccc3CC2C)oc2ccccc12 (stereo not drawn),-3,-8,8,57,51*,0,2,-1.6,39,-5
CC(=NNC(=O)c1ccncc1)c1ccc(Cl)cc1Cl,-1,1,2,7,-6,-6,3,0.3,1,-18
COc1ccc(C2=CC(=O)CC(C)(C)C2)cc1OC,-1,3,-18,2,0,x,-17,0.0,21,4
CCC1CCCCN1C(=O)COc1ccc(F)cc1 (stereo not drawn),-2,-6,6,5,-1,0,2,0.0,-17,-10
O=C(c1ccccc1)c1ccccc1,9,0,22,16,-2,x,0,-2.6,4,-3

# (list continues)
SMILES,HTR5A ag ctr,dFosB act,HTR5A inv ag,MITF act,Wnt bcat act,NSD2 inh,V-ATPase pH,CDK5 inh,SR-BI DiI inh,PvdQ inh
COc1ccc(CCNC(=O)COc2ccc(-c3ccc(C)cc3)cc2)cc1OC,-1,7,-14,4,-3,0,1,1.2,38,-7
Cc1cc(C)n(-c2nc(C)nc3c2cnn3-c2ccccc2)n1,11,-6,-13,13,8,-2,1,-0.3,62,-8
COc1cccc(-c2nnn(CC(=O)NC3CCCC3)n2)c1OC,0,16,10,x,-2,5,-1,-0.9,-4,-3
Cc1cc(C(=O)CSc2ccc(Cl)cc2)cc(C)c1OC(=S)N(C)C,10,-3,15,39,x,7,0,2.0,16,-8
CC(C)Cc1nnc(NS(=O)(=O)c2ccc([N+](=O)[O-])cc2)s1,0,0,23,-6,-2,1,6,-3.9,20,-12
Cc1ccc2c(COC(=O)c3n[nH]c4ccccc34)cc(=O)oc2c1,4,-3,23,x,x,-2,2,1.9,30,-11
COc1ccc(C)cc1-n1c(SCC(=O)NCC2CCCO2)nc2c([nH]c3ccccc32)c1=O (stereo not drawn),2,-9,-15,-19,-2,4,-5,0.8,-1,8
O=C(CN1C(=O)NC2(CCCCCC2)C1=O)N1CCC(Cc2ccccc2)CC1,5,-11,-22,x,-7,-5,1,-3.0,5,-21
Cc1ccc(C)c(NC(=O)c2cc([N+](=O)[O-])cc([N+](=O)[O-])c2)c1,-3,-7,-20,-5,0,0,0,0.6,33,-12
C=CC[C@@H](CC(=O)N[C@H](CO)Cc1ccccc1)C(=O)N[C@@H](COC(=O)[C@@H](CC=C)Cc1ccc(F)cc1)Cc1ccccc1,-2,u,7,-4,-2,x,0,-0.7,35,-6
COc1cccc(CN(C)C(=O)CNC(=O)c2sc3ccccc3c2Cl)c1OC,0,-15,4,17,0,-1,4,0.0,-3,7
CCn1c(=N)c(S(=O)(=O)c2ccc(F)cc2)cc2c(=O)n3ccccc3nc21,2,-17,-4,12,x,0,-5,0.4,11,-16
O=C(COc1ncnc2c(Cl)cc(Cl)cc12)N1CCCCC1,1,-2,1,x,9,53*,-3,-1.3,-2,1
CN1CCN(C(=O)c2cnn3c2NC(c2ccccc2)CC3C(F)(F)F)CC1 (stereo not drawn),-3,-14,-13,-4,0,-4,0,-2.4,x,-9
COc1ccc(NC2CCCN(C(=O)CCc3ccncc3)C2)cc1OC (stereo not drawn),4,-14,-5,-1,1,49,3,0.7,-8,-17
COC(=O)CSc1nc(N2CCCCC2)c2c(c1C#N)CCCC2,3,-5,-15,8,0,24,4,-0.8,30,5
CC(C)(C)C(=O)NC1CC2CCCC(C1)N2C(=O)Nc1ccc(Cl)cc1 (stereo not drawn),2,7,5,x,-1,56*,-6,1.0,-9,-15
CC1=NNC(=O)C1CC(=O)N/N=C/C(Br)=C/c1ccccc1 (stereo not drawn),x,-2,x,x,2,1,-4,0.6,-4,-7
COc1ccccc1-c1cc(C(F)(F)F)nc(S(=O)(=O)CCCC(=O)Nc2cc(C)on2)n1,1,-5,2,-96,x,14,1,-1.4,-5,-4
COc1ccc(CNC(=O)COC(=O)c2c(NC(C)=O)sc(C)c2C)cc1,14*,-2,-10,-1,3,-3,2,0.9,3,-9
CCc1nnc(SCC(=O)Nc2ccccc2)nc1CC,-1,-4,3,-6,x,-1,-3,1.4,-5,-5
COCC(=O)N1CCCC(C(=O)c2ccc3c4c(cccc24)CC3)C1 (stereo not drawn),6,-5,15,7,1,-2,-2,-4.2,x,-22
CC(C)[C@H](NC(=O)c1ccco1)C(=O)OCC(=O)Nc1ccc(Cl)c(S(=O)(=O)N(C)C)c1,7,-13,-5,-6,-5,2,0,-1.0,x,-6
O=C1NC(=Nc2ccccc2Cl)SC1(CO)CO,-2,1,7,2,-1,-3,2,0.2,-7,-5
C=CCn1c(N)cc(=O)nc1SCC(=O)N(c1ccccc1)c1ccccc1,2,-12,-11,12,0,2,-2,-1.9,-2,-12
CC(=O)Nc1sc2c(c1C(N)=O)CCCC2,4,3,-4,x,x,-1,-2,4.4,-16,-4
CC(C)CCNC(=O)c1ccc2nc[nH]c2c1,3,-7,-18,-8,x,-2,-2,0.2,-12,4
COc1ccc(S(=O)(=O)N2CC(O)CC2C(=O)OCc2nc3sc(C)c(C)c3c(=O)[nH]2)cc1 (stereo not drawn),1,-1,-26,-2,3,1,-2,0.0,-25,0
COc1ccc(C(=O)NCc2ccc3c(c2)cc(C)n3C)cc1,-1,-7,3,x,-4,x,6,0.3,-4,-1
O=C(O)C1CC(=O)N(Cc2cccnc2)C1 (stereo not drawn),5,3,-16,0,-1,-2,x,-0.6,1,24
O=C(CSCc1c(Cl)cccc1Cl)Nc1ccc2c(c1)OCO2,-1,0,-11,4,6,-4,4,-1.3,0,-6
CCOC(=O)c1c(N2C(=O)C3C4C=CC(O4)C3C2=O)sc2c1CCCC2 (stereo not drawn),1,-16,-8,-2,x,-1,0,0.4,12,-1
Cc1sc2nc(C)n(/N=C/N(C)C)c(=O)c2c1C,6,-1,-19,-1,2,-2,0,-0.5,7,-12
